Peg3 imprint = qHTS Assay for Compounds that Induce Erasure of Genomic Imprints; actives 0.02% (n = 110,000); mouse ES Peg3-LacZ reporter, beta-gal luminescence, 40 h; Potency, µM (titrated, usually from 60.7 µM), without a hit: at the highest dose activity change, positive = activation, hits mostly activators;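 note: 0% = negative control wells on the plate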
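Each well holds 300 Peg3LacZ-Neo (maternal) female ES cells incubated 40 h at 37C, 5% CO2. LacZ is measured by BetaGlo luminescence, with AC50 and maximum efficacy derived from dose-response curves.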
p53ts 39C tox = qHTS Screen for Compounds that Selectively Target Cancer Cells with p53 Mutations: Cytotoxicity of p53ts Cells at the Nonpermissive Temperature; actives 1.5% (n = 130,000); Potency, µM (highest dose often 46.1 µM), for the others: at the top dose activity change, negative = cell killing, hits mostly cytotoxic; H1299-p53A138V viability at 39C, ATP luminescence, 24 h; note: nearly all actives have a fitted effect of over 55% in size
p53ts 32C kill = qHTS Screen for Compounds that Selectively Target Cancer Cells with p53 Mutations: Cytotoxicity of p53ts Cells at the Permissive Temperature; Potency, µM (doses to about 46.1 µM), without a hit: at the highest dose activity change, negative = cytotoxicity, actives largely listed as cytotoxic; actives 0.93% (n = 130,000); H1299-p53A138V at 32C, ATP luminescence viability, 24 h;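 note: 0% = DMSO and -100% = full killing by reference compound; nearly all actives have a fitted effect of over 55% in size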
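ATP-content luminescence (ATPlite) read-out after 24 h compound exposure at 32C in H1299-p53A138V cells (600/well). Tested up to 46 uM. Normalized to DMSO (0%) and 100 uM tamoxifen (100% killing); Hill-fit AC50.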
IkB sig inh = IkB Signaling; ABC-DLBCL IkBa-CBG/CBR dual luciferase ratio, 4 h; response scale: scaled: untreated 0%, proteasome inhibitor 100%; Potency, µM (top dose mostly 57.1 µM), for inactives: at the highest dose IkBa stabilization activation; actives 0.04% (n = 110,000); AID 445, 2006; active = well fitted curve in the direction sought with a large enough effect in the signal ratio, not every such curve was filed as active; inconclusive = small, poorly fitted or top-dose-only effect, or a change in a side signal; the % refers to the signal ratio;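 note: the direction sought is a rising ratio; 0% = basal untreated cells and 100% = reference inhibitor full response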
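In this assay, an IκBα–CBG68 fusion accumulates when IKK-driven degradation is blocked; native CBR normalizes for cell number. OCI-Ly3 cells were treated 4 h with compound and doxycycline, then green and red light read after Chroma-Glo addition.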
The depositor's hits bear a star; ? = inconclusive; nt = not tested or not shown; [ ] = dose if it differs, or a comment. Unless noted, calls come from the whole dose curve; as a rule, active = well fitted curve in the direction sought with a large enough effect; inconclusive = small, poorly fitted or top-dose-only effect, or another doubt; inactive = no such curve, though single readings can be large; an effect the other way counts as inactive or inconclusive. Unless noted, % is set by controls: 0 for no effect and ±100 for the full control effect; potency is the fitted concentration of half-maximal effect.

SMILES	Peg3 imprint	p53ts 39C tox	p53ts 32C kill	IkB sig inh
CCCSc1nc2sc3c(c2c(=O)n1-c1ccc(C)c(Cl)c1)CCN(C(C)=O)C3	-11%[10.9 µM]	-2%	13%	3.7%
CC(C)(C)c1nc2scc(-c3cccs3)c2c(=O)o1	-1%	7%	12%	2.4%
COc1cccc(CNC(=O)CCC(=O)N2CC3CCCN3c3ccccc32)c1 (stereo not drawn)	-9%[10.9 µM]	0%	10%	1.5%
Nc1c(NCCC2=CCCCC2)c(=O)[nH]c(=O)n1Cc1ccccc1	-11%	-8%	13%	1.9%
c1cncc(CNc2nc(-c3cccnc3)nc3ccccc23)c1	-4%	-5%	15%	-1.4%[11.4 µM]
Cc1csc2nc(COC(=O)c3ccc(NC(=O)C(C)Oc4ccccc4)cc3)cc(=O)n12 (stereo not drawn)	-9%[10.9 µM]	12%	-1%	?
O=C(CCC1COc2ccccc2O1)NCC1COc2ccccc2O1 (stereo not drawn)	-18%	-6%	-4%	-2.5%
O=C(CC1Oc2ccccc2NC1=O)NCc1ccc(Cl)cc1 (stereo not drawn)	-13%	-4%	0%	3.6%
COC(=O)Cn1cc(C(=O)OC)c2ccccc21	-9%	-3%	3%	0.2%
CCc1ccc(NC(=O)N2CCN(C(=O)c3nsc4ccccc34)CC2)cc1	-9%[10.9 µM]	6%	11%	?
Fc1cccc2sc(Nc3nnc(-c4ccccc4)o3)nc12	-51%[inhibitor]	10µM*	16µM*	?
O=C(O)c1cc2ccc3ccccc3c2[nH]1	3%	4%	0%	-4.7%
CC(=O)Nc1nc(CC(C)C)cc(-c2ccco2)c1C#N	?	2%	10%	-1.8%
COc1cccc(-c2cc(C(=O)Nn3cnnc3)c3ccccc3n2)c1	-21%	5µM*	4µM*	4.2%
Cn1c2ccccc2c2c(C(=O)NCc3ccco3)cn(C3CCCCC3)c(=O)c21	-17%	6%	3%	1.6%
CCOc1ccc2oc(=O)cc(CN3CCN(C(=O)c4ccc(OC)c(OC)c4)CC3)c2c1	-14%[10.9 µM]	-26%	4%	0.0%
O=C(O)C1CCN(S(=O)(=O)c2cccnc2)CC1	-1%	-9%	9%	0.8%
COc1ccc(C(=O)N2CCc3cc(OC)c(OC)cc3C2COc2ccc3c(C)cc(=O)oc3c2)c(OC)c1 (stereo not drawn)	-10%[10.9 µM]	?	-3%	-9.4%
CCCCCCC1=Cc2cc(OC)c(OC)cc2C(C(C(C)=O)C(=O)OC)O1 (stereo not drawn)	nt	-5%[9.22 µM]	-4%[9.22 µM]	nt
CSCCC(NS(=O)(=O)c1ccc2c(c1)oc(=O)n2C)C(=O)N1CCN(c2ccc(C(C)=O)cc2)CC1 (stereo not drawn)	-13%[10.9 µM]	0%	-14%	0.5%

Random excerpt: two records from the list
SMILES	Peg3 imprint	p53ts 39C tox	p53ts 32C kill	IkB sig inh
CSCCC(NS(=O)(=O)c1ccc2c(c1)oc(=O)n2C)C(=O)N1CCN(c2ccc(C(C)=O)cc2)CC1 (stereo not drawn)	-13%[10.9 µM]	0%	-14%	0.5%
O=C(O)C1CCN(S(=O)(=O)c2cccnc2)CC1	-1%	-9%	9%	0.8%

Later entries
SMILES	Peg3 imprint	p53ts 39C tox	p53ts 32C kill	IkB sig inh
Cc1ccc2ncc(C(=O)Nc3ccc(OC(F)(F)F)cc3)c(=O)n2c1	-8%[10.9 µM]	-9%	-7%	-2.9%
O=C(CCn1ccc2cc(S(=O)(=O)N3CCCC3)ccc21)NCc1cccc(Cl)c1	-6%[10.9 µM]	-26%	8%	?
COc1ccc(-c2nnn(CC(=O)N(CC(=O)NCCC(C)C)Cc3cccs3)n2)cc1OC	nt	-7%	-2%	0.1%
Cc1c(NC(=O)C(C)OC(=O)CC2Sc3ccccc3NC2=O)c(=O)n(-c2ccccc2)n1C (stereo not drawn)	8%	-3%	13%	?
COC(=O)C1C2C=CC3(CN(CC4CCCO4)C(=O)C13)O2 (stereo not drawn)	0%	-2%	-17%	0.6%
O=C1OCCC1Sc1nc2ccccc2[nH]1 (stereo not drawn)	0%	-9%	-3%	-0.9%
CCc1ccc(NC(=O)c2cc3c(=O)n(Cc4cccnc4)ccc3nc2C)cc1	-8%[10.9 µM]	-15%	-5%	?
CC(C)(C)NC(=O)c1sccc1C(=O)O	5%	5%	-4%	0.6%
Cn1c(=O)c2cc(C(=O)NCCCN3CCN(c4cccc(Cl)c4)CC3)sc2c2ccccc21	-10%[10.9 µM]	2%	-12%	-0.9%
O=C(c1cc(C(F)(F)F)cc(C(F)(F)F)c1)N1CCC[C@@]2(CCN(Cc3ccncc3)C2)C1	nt	9%	3%	-0.3%[11.4 µM]
COc1ccc(NC(=O)CNc2cccc(C#N)c2)cc1Cl	-13%	-18%	4%	0.8%
COc1ccccc1C(=O)Nc1nnc(S(=O)(=O)N2CCCCCC2)s1	-16%[10.9 µM]	?	-8%	-4.0%
COc1cccc(C(c2c(O)cc(C)n(Cc3ccco3)c2=O)N2CCC(C)CC2)c1 (stereo not drawn)	8%[10.9 µM]	-4%	4%	?
CC1CCN(C(=O)C2(NC(=O)Nc3cccc(F)c3)CCCCC2)CC1	nt	6%	-2%	nt
O=c1c(O)c(-c2cccc(O)c2)oc2ccccc12	22%	-28%	5%	-4.1%[11.4 µM]
O=C(Cn1cnc2sc(-c3ccccc3)cc2c1=O)NCc1ccco1	-39%[inhibitor]	6%	5%	-2.6%
CCOc1cc(C)c(Cl)cc1S(=O)(=O)n1nnc2ccccc21	-26%	53%[activator]	36%[activator]	-5.0%
COc1ccccc1-n1nnnc1S(=O)(=O)Cc1ccc(Cl)cc1	-37%[inhibitor]	6.3µM*	?	?
COC(=O)[C@@H](NC(=O)Nc1ccccc1F)C(C)C	-2%	13%	6%	1.9%
Cc1ccc(C)c(S(=O)(=O)NC(CC(C)C)C(=O)O)c1 (stereo not drawn)	19%	1%	-8%	0.2%

Another view of some results above.
Under each structure – Peg3 imprint, p53ts 39C tox, p53ts 32C kill, IkB sig inh
O=C(Cn1cnc2sc(-c3ccccc3)cc2c1=O)NCc1ccco1
 : -39%[inhibitor], 6%, 5%, -2.6%
CCOc1cc(C)c(Cl)cc1S(=O)(=O)n1nnc2ccccc21
 : -26%, 53%[activator], 36%[activator], -5.0%
COc1ccccc1-n1nnnc1S(=O)(=O)Cc1ccc(Cl)cc1
 : -37%[inhibitor], 6.3µM*, ?, ?
COC(=O)[C@@H](NC(=O)Nc1ccccc1F)C(C)C
 : -2%, 13%, 6%, 1.9%

Later entries:
SMILES	Peg3 imprint	p53ts 39C tox	p53ts 32C kill	IkB sig inh
COc1ccc(-n2c(C)nc3c(cnn3-c3ccc(F)cc3)c2=O)cc1	8%[10.9 µM]	1%	-3%	-2.9%
Cn1ccnc1SCC(=O)N(C1CCCCC1)C1CCCCC1	-12%	-5%	-6%	1.5%
O=c1nc2n(c3c4c(sc13)CCC4)CCC2	-14%	15%	4%	-0.9%
Nc1nc2c3ccccc3nc(C3CC3)n2n1	-3%	1%	6%	-4.7%
COc1ccc(-c2cc(OC(=O)c3ccccc3C)c3c(C)oc(C)c3c(=O)c2)cc1	2%[10.9 µM]	12%	-6%	4.1%
COc1ccc(NC(=O)c2cc(-c3cc(C)ccc3O)n[nH]2)cc1Cl	-7%	-3%	-5%	7.3%
COc1ccccc1-c1nc(NCc2cccs2)c2ccccc2n1	5%	-22%	-10%	1.3%[11.4 µM]
Cn1c(=O)n(Cc2ccc(F)cc2)c(=O)c2c1nc1n2CCCN1Cc1ccccc1	-4%	18%	17%	1.2%
CCC(C(=O)NCCc1ccc(OC)c(OC)c1)n1nc(C)c2sc3ccccc3c2c1=O (stereo not drawn)	-12%[10.9 µM]	-25%	-15%	12%
O=C(CCN1C(=O)C2CC=C(Cl)CC2C1=O)NCc1ccccc1 (stereo not drawn)	nt	1%	-6%	nt
CCCS(=O)(=O)N1CCN(Cc2ccc(OCc3ccccc3)c(OC)c2)CC1	-6%	-11%	-9%	8.5%
O=C(Nc1ccccc1)N1CCCN(Cc2ccccc2F)C1	-4%	-5%	22%	-0.8%
COc1ccccc1N(CC(=O)NC1CCCC1)C(=O)CCC(=O)Nc1cc(C)on1	-11%	9%	3%	?
COc1ccc(-c2noc(-c3ccc(N4CCOCC4)c([N+](=O)[O-])c3)n2)cc1	-13%[10.9 µM]	-18%	-14%	?
CCOC(=O)C(NC(=O)c1ccc(OC)cc1)(OCC1(CC)COC1)C(F)(F)F (stereo not drawn)	-17%	11%	9%	-1.5%
O=C(COc1ccc(Cl)cc1Cl)NC(=O)N1CCCCC1	-5%	?	13µM*	2.4%
O=C(Nc1nnc(S(=O)(=O)N2CCCc3ccccc32)s1)c1ccccc1Cl	-4%[10.9 µM]	-10%	1%	-0.9%
CCN(c1ccccc1)c1nnc(NC(=O)Nc2ccc(Br)c(C)c2)s1	-14%[10.9 µM]	2%	-5%	?
O=C(c1cnn2c1NC(c1ccc(Br)cc1)CC2C(F)(F)F)N1CCN2CCCC2C1 (stereo not drawn)	-16%	-25%	0%	3.7%
CCN(CC)c1ccc(NC(=O)C(NS(=O)(=O)c2cccs2)C(C)C)c(C)c1 (stereo not drawn)	-12%[10.9 µM]	-4%	-8%	?
CCC(C)OC(=O)/C(C#N)=C\c1ccc(-c2ccccc2Cl)o1 (stereo not drawn)	-14%[10.9 µM]	3%	-8%	-1.2%
CCOC(=O)N1CCN(C(=O)c2cccc(NC(=O)c3ccco3)c2)CC1	-13%	4%	3%	2.9%
O=C(Nc1nn(Cc2ccccc2F)cc1Br)c1cccs1	-23%	2%	4%	0.9%
CCOC(=O)N1CCN(C(=O)C(C)(C)Oc2ccc(Cl)cc2)CC1	-10%	-5%	6%	1.5%
CN(Cc1ccco1)S(=O)(=O)c1nnc(NC(=O)c2ccccc2)s1	-6%[10.9 µM]	-10%	3%	-0.3%
Cc1cc(NCCCN2CCOCC2)n2ncc(-c3ccccc3)c2n1	-7%	-15%	-16%	5.0%
CCc1ccc2occ(CC(=O)Nc3ccc(C)c(C)c3)c2c1	-6%[10.9 µM]	?	8%	?
O=C(NCc1ccncc1)C12CC3CC(CC(C3)C1)C2	-8%	-11%	-6%	1.5%
Cc1csc2nc(COC(=O)c3ccc(NC(=O)COc4ccccc4F)cc3)cc(=O)n12	-15%[10.9 µM]	-23%	-9%	?
Cc1ccc(NC(=O)C(Cc2ccccc2)NS(=O)(=O)c2ccc3c(c2)oc(=O)n3C)cc1C (stereo not drawn)	2%[10.9 µM]	-8%	7%	0.1%
Cc1cc(C)n(C(=O)CCNC(=O)c2ccccc2Cl)n1	nt	12%	10%	nt
C=CCOC(=O)C1=C(C)NC(=O)NC1C1CC=CCC1 (stereo not drawn)	-6%	16%	9%	1.2%
CC(=O)c1cn(CC(=O)Nc2ccc(C)cc2C)c2ccccc12	nt	0%	3%	nt
COc1ccc(-c2csc(N3CCN(C(=O)c4ccco4)CC3)n2)cc1	-21%	-27%	?	?
Cc1cccc(-c2noc(CN(C(=O)c3ccc(Br)o3)C(C)C)n2)c1	-3%	16%	21%	?
CCOc1ccccc1CNn1nnnc1N	nt	12%	14%	nt
O=C(CCN1CCc2ccccc2C1)Nc1ccccc1F	-21%	7%	17%	6.0%
O=C(NCCc1ccc(Cl)cc1)c1ccc(CSCc2cccc(Cl)c2)o1	14%[10.9 µM]	-5%	15%	3.1%
CCSc1nc2ccccc2n1CCC(=O)O	?	4%	6%	0.5%
Cc1ccc(CNC(=O)CCc2c(C)nn(-c3ccc(N4CCCCC4)nn3)c2C)cc1	-16%[10.9 µM]	9%	-14%	?
COc1ccc(-c2cc(OC(=O)c3cccc(C)c3)c3c(C)oc(C)c3c(=O)c2)cc1	-11%[10.9 µM]	-14%	3%	-0.1%
CN(C)S(=O)(=O)c1ccc2oc(SCC(=O)NCC(F)(F)F)nc2c1	-5%	-5%	-3%	-0.1%
CCOC(=O)c1c(NC(C)=O)c2c3c(sc2n1Cc1nc(-c2ccc(Cl)cc2)oc1C)CCCC3	-8%[10.9 µM]	7%	7%	1.0%

This is a random part of the collection; about 1.7% have a hit in one of these screens.
